Bioassay records as filed in PubChem BioAssay.
SIAE primary: inhibitors of human sialic acid acetylesterase SIAE; Q9HAT2; SIAE FP-Rh probe binding, fluorescence polarization; inhibition, % at 9.66 µM; actives 0.69% (n = 370,000);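 active = inhibition above a cutoff: mean of compounds within the control limits plus 3 SD of those, cut at about 17% in these data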;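 also: 0% = plate median of compound wells and 100% = probe without SIAE protein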
KLK7 zymogen act: activators of human kallikrein-7 zymogen; purified proKLK7, EDANS-DABCYL substrate fluorescence; 100% is mature enzyme control, 0% vehicle; activation, % at 7 µM; actives 0.9% (n = 370,000); AID 652039;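 active = activation above the mean of all tested compounds plus 3 SD, computed per campaign excluding outliers beyond control limits, cut at about 13% in these data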
LEDGF integ inh: blocks HIV-1 LEDGF/p75-dependent DNA integration; TR-FRET IN-LEDGF/p75 DNA integration, Eu/Cy5; AID 743269; actives 0.64% (n = 370,000); inhibition, % at 3.7 µM;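 active = inhibition above the screen-wide mean plus 3 SD, cut at about 13% in these data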;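 also: signal is the Cy5 over europium emission ratio at 671 and 618 nm; 0% = plate median of compound wells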
Tn7 DDE FP: DD(E)-Tn7 binding inhibition, primary FP screen | P02675 | FP displacement of FITC-Tn7 peptide from fibrin DD(E); 0% = median of compound wells per plate | inhibition, % at 8.3 µM | actives 0.13% (n = 370,000) | AID 720508;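 active = inhibition above the mean of compounds falling within the control limits plus 3 SD of them, cut at about 14% in these data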;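 also: 0% = plate median of compound wells and 100% = 10 µM Aha-Tn7 peptide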
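Also added: labelled Tn7 tracer, 0.1 µM; Assay system: human fibrin DD(E) protein; Amount: 2 µM fibrin DD(E); Schedule: 10 min compound pre-incubation, 3 h probe incubation at room temperature; Repeats: one replicate per compound; Read-out basis: percent inhibition; Measured by: fluorescence polarization of the labelled Tn7 tracer.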
TCR CD3 inh: blocks the human TCR-CD3 interaction; actives 0.37% (n = 360,000); inhibition, % at 9.4 µM; TAMRA-labeled TCR probe fluorescence, biochemical; in the data active = inhibition above about 19%;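 also: recombinant mutant TCR 2C K166C tagged with TAMRA read by polarization; 0% = receptor in buffer alone and 100% = receptor with positive control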
PRMT1 FP inh: inhibitors of human PRMT1. Q99873. recombinant PRMT1, activity-based probe fluorescence polarization. inhibition, % at 2.79 µM. actives 1.3% (n = 370,000). AID 652257;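 active = inhibition above about 21% made by adding two undisclosed values, limit read from the data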
DDE Tn6 FP inh: inhibitors of Tn6 peptide binding to human fibrin DD(E). P02675. Fibrin DD(E) TRITC-Tn6 fluorescence polarization displacement. inhibition, % at 8.3 µM. actives 0.21% (n = 370,000);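 active = inhibition above a per-campaign cutoff: mean of compounds within control limits plus 3 SD, cut at about 15% in these data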;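 also: 0% = median of all compound wells on the plate and 100% = blocking peptide control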
UHRF1 binding: UHRF1 methyl-DNA binding inhibition | Q96T88 | UHRF1 binding to methylated oligo, TR-FRET | inhibition, % at 4.4 µM | actives 0.75% (n = 370,000) | AID 687016; in the data active = inhibition above about 21%;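 also: UHRF1 SRA domain binding a hemimethylated CpG hairpin DNA probe; 0% = median of test compound wells and 100% = reference inhibitor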
MBD2 DNA inh: blocks human MBD2 binding to methylated DNA. Q9UBB5. inhibition, % at 4.4 µM. actives 0.31% (n = 370,000). TR-FRET, MBD2 binding to methylated oligonucleotide; in the data active = inhibition above about 13%
Target sequence (Q9UBB5 whole entry, looked up): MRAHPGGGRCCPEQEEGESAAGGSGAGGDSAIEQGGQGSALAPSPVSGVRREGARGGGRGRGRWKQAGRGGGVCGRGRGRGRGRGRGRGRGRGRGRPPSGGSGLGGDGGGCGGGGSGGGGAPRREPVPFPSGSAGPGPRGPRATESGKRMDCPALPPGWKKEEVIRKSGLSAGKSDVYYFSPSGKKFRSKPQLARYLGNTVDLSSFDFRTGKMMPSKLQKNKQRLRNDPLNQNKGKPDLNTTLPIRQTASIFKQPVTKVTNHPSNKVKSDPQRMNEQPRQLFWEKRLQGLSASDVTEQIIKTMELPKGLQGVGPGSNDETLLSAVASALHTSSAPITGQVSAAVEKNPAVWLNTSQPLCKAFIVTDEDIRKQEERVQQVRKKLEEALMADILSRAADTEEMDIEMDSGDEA
TDP2 inh: TDP2 (human) inhibition, absorbance primary screen. AID 720702. actives 0.34% (n = 370,000). O95551. recombinant TDP2, T5PNP hydrolysis, p-nitrophenol absorbance 415 nm. inhibition, % at 12.8 µM;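 active = inhibition above the mean of all tested compounds plus 3 SD, set per campaign, cut at about 25% in these data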;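 also: 0% = DMSO with enzyme and 100% = buffer with substrate but no TDP2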
Target sequence (O95551 whole entry, looked up): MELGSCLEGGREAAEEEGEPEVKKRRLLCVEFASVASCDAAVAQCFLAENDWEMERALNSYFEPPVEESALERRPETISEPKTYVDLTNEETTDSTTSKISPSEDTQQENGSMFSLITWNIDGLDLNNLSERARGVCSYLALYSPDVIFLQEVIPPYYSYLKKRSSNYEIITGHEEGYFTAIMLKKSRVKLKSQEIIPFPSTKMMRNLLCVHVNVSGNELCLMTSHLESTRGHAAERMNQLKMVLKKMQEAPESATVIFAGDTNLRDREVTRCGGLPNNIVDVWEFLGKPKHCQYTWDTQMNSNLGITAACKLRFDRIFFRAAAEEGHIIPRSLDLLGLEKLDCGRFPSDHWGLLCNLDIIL
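Assay system: recombinant human TDP2 / Reagent: T5PNP substrate at 5 mM, a TopII-DNA adduct mimic / Measured by: epi absorbance from released p-nitrophenol / Evaluation: % inhibition relative to enzyme-containing and enzyme-free wells / Control set: enzyme-free and DMSO wells / Replicates: each compound tested once, singlicate / Schedule: enzyme reaction with compound for 2 h at 37 °C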
Numbers without * were called inactive. Rows were taken by chance, and some 4.6% of all compounds hit somewhere here.

item	KLK7 zymogen act	LEDGF integ inh	Tn7 DDE FP	MBD2 DNA inh	TCR CD3 inh	PRMT1 FP inh	UHRF1 binding	TDP2 inh	DDE Tn6 FP inh	SIAE primary	compound
1	0.1	-1	-2	5	-3	12	2	4	3	2	CC(=O)SC1CC(=O)N(c2ccc(C(C)(C)C)cc2)C1=O (stereo unspecified)
2	-0.1	-7	-3	3	-9	3	3	-5	2	3	CCOc1cc(/C=N\NC(=O)c2ccc(C)nc2)ccc1OC(=O)c1ccc(F)cc1
3	0.7	0	0	-2	4	-5	-1	0	10	-2	CC1(C(=O)NCc2ccc3c(c2)OCO3)CCN1C(=O)Cc1ccc(Cl)cc1Cl (stereo unspecified)
4	0.2	2	-5	1	0	-1	0	-1	0	2	CCOC(=O)c1c(CC(C)C)csc1N
5	0.2	1	5	0	0	-1	0	0	3	-2	COC(=O)/C(=C/c1ccc(OC)cc1)NC(=O)c1ccco1
6	2.3	-5	3	-3	-3	8	-5	-9	6	-2	CCCCN1C(=O)C2Cc3c([nH]c4ccccc34)CN2C1=S (stereo unspecified)
7	-0.1	1	4	5	10	0	-1	-3	6	-1	CCCOc1ccc([N+](=O)[O-])cc1C1NC(=S)NC(c2ccccc2)=C1C(=O)OCC (stereo unspecified)
8	0.1	-2	5	-2	0	1	-1	0	5	6	O=C(COC(=O)c1cccc(O)c1)Nc1nnc(-c2ccccc2)o1

Next section:
item	KLK7 zymogen act	LEDGF integ inh	Tn7 DDE FP	MBD2 DNA inh	TCR CD3 inh	PRMT1 FP inh	UHRF1 binding	TDP2 inh	DDE Tn6 FP inh	SIAE primary	compound
9	3.4	-1	-4	-3	4	0	-4	2	-4	9	CCOC(=O)c1[nH]c2ccccc2c1NC(=S)Nc1ccccc1C
10	0.3	1	-11	-4	7	-10	-6	17	6	-56	Cn1cc(/C=C2\SC(=S)N(NC(=O)c3ccccc3)C2=O)c2ccccc21
11	-0.7	2	7	2	-5	1	0	7	-1	9	CC(C)CCC(C(=O)O)C(C)CC(=O)NC1CCCCC1 (stereo unspecified)
12	0.0	1	0	-2	-5	-1	1	2	-8	0	CCN(Cc1ccccc1)S(=O)(=O)c1cc(C(=O)OC)n(C)c1
13	0.2	3	6	-8	5	-1	-2	-10	10	3	C[C@H](N)c1nnc(SCc2ccc(Cl)cc2Cl)o1
14	0.4	5	-1	0	1	-3	-1	0	0	7	O=C(COC(=O)CNC(=O)c1ccccc1F)NC1CC1
15	-0.5	1	1	-7	-5	0	-10	14	-2	-6	N#CC1=C(N)Oc2n[nH]c(-c3ccccc3)c2C1c1ccsc1 (stereo unspecified)
16	0.3	-2	2	-3	9	-1	-1	-4	8	-2	CCCCOC(=O)CCn1c(=S)oc2ccccc21

(continued)
item	KLK7 zymogen act	LEDGF integ inh	Tn7 DDE FP	MBD2 DNA inh	TCR CD3 inh	PRMT1 FP inh	UHRF1 binding	TDP2 inh	DDE Tn6 FP inh	SIAE primary	compound
17	0.1	5	-4	-1	0	-5	-2	3	7	13	c1ccc(SCc2cc(-c3ccccc3)no2)cc1
18	0.0	2	-3	-2	5	-1	0	2	4	1	COC(=O)C1=C(C)NC(=O)NC1c1cccc(OC)c1OCc1ccccc1 (stereo unspecified)
19	-0.9	-2	6	0	-5	3	-2	5	6	5	CN=C(Nc1cccc(S(=O)(=O)N2CCOCC2)c1)c1ccccc1
20	0.3	-2	-3	2	7	1	4	8	-5	4	CC(C)OC(=O)c1sc2nc3c(cc2c1N)C(=O)CCC3
21	0.0	-5	1	-5	-1	2	-1	-10	8	8	COc1ccc(/C=N/NC(=O)c2cc(C)oc2C)cc1OC
22	-0.9	-3	-1	1	4	-5	-1	5	-11	0	CC(NC(=O)C(=O)N1CCCCC1)C(c1cccs1)N1CCN(c2ccccc2)CC1 (stereo unspecified)
23	0.2	-4	4	0	-4	2	2	8	4	-1	Cn1cccc1C(=O)OCC(=O)NCCc1ccccc1
24	-0.2	-1	1	6	1	8	3	-11	-3	-8	O=C(Nc1ncc(Cl)cc1Cl)c1c(F)cccc1Cl

Given with values under each structure: 2 of the compounds above.
Every second line gives: KLK7 zymogen act	LEDGF integ inh	Tn7 DDE FP	MBD2 DNA inh	TCR CD3 inh	PRMT1 FP inh	UHRF1 binding	TDP2 inh	DDE Tn6 FP inh	SIAE primary
5) COC(=O)/C(=C/c1ccc(OC)cc1)NC(=O)c1ccco1
  0.2	1	5	0	0	-1	0	0	3	-2
6) CCCCN1C(=O)C2Cc3c([nH]c4ccccc34)CN2C1=S (stereo unspecified)
  2.3	-5	3	-3	-3	8	-5	-9	6	-2

The list continues.
item	KLK7 zymogen act	LEDGF integ inh	Tn7 DDE FP	MBD2 DNA inh	TCR CD3 inh	PRMT1 FP inh	UHRF1 binding	TDP2 inh	DDE Tn6 FP inh	SIAE primary	compound
25	0.8	-2	-7	4	2	-4	3	10	0	3	CN(Cc1ccccc1)C(=O)c1ccc(NC2=NC3CS(=O)(=O)CC3S2)cc1 (stereo unspecified)
26	0.1	2	-1	3	5	-3	1	-11	2	0	CCOC(=O)C1(Cc2cccc(Cl)c2)CCCN(C(=O)CCC(=O)N(C)C)C1 (stereo unspecified)
27	-0.3	-2	8	0	2	2	0	7	5	-4	CCCC1=NN2C(=N)/C(=C\c3ccc(OCCOc4ccc(NC(C)=O)cc4)c(OC)c3)C(=O)N=C2S1
28	0.3	-1	2	-6	-1	2	2	7	-1	-2	Nc1c(Cl)cc(C2=NCCn3c2c2ccc(C(F)(F)F)cc2[n+]3[O-])cc1Cl
29	-0.2	-3	0	4	0	-3	16	2	-7	-12	CCN(Cc1ccccc1)S(=O)(=O)c1ccc(S(=O)(=O)N(Cc2cccc(OC)c2)CC2CCCO2)cc1 (stereo unspecified)
30	-2.4	2	-6	-8	-9	53*	6	-11	8	8	O=[N+]([O-])c1ccc(Cl)c(C2Nc3cccc4cccc(c34)N2)c1
31	0.0	-2	3	-5	2	-1	1	-10	-1	0	CCCC1=C(C(=O)OCC)C(c2ccco2)n2ncnc2N1 (stereo unspecified)
32	0.5	-1	-1	-2	2	3	-3	0	-6	6	Cc1ccc(C2C(C(=O)c3cc4ccccc4o3)=C(O)C(=O)N2CCN2CCOCC2)o1 (stereo unspecified)

More results follow.
item	KLK7 zymogen act	LEDGF integ inh	Tn7 DDE FP	MBD2 DNA inh	TCR CD3 inh	PRMT1 FP inh	UHRF1 binding	TDP2 inh	DDE Tn6 FP inh	SIAE primary	compound
33	-0.2	1	0	-3	-2	-1	2	11	6	3	Cc1ccc(-c2nc3ncccn3c2Nc2ccc3c(c2)OCCO3)cc1
34	-0.4	3	-6	-5	2	2	-8	14	-1	-4	COc1ccc(N2CCN(C(=O)CN(C)S(=O)(=O)c3cnc[nH]3)CC2)cc1
35	1.8	-4	-1	5	-7	3	3	-2	-1	-3	CCc1ccc(N2C(=O)Cc3c2nc(N)c(C#N)c3N)cc1
36	-0.2	9	0	6	0	0	-2	3	3	1	CCC(C)n1c(C)cc(=O)n1C(C)CC (stereo unspecified)
37	0.2	1	-6	-2	-1	-3	-2	9	3	3	O=C1Cc2ccccc2N1c1c(Cl)cccc1Cl
38	-7.0	3	8	2	8	2	-3	-8	8	-3	Cc1c(OCC(=O)N[C@@H](Cc2ccccc2)C(=O)O)ccc2c1oc(=O)c1ccccc12
39	-0.3	0	-8	2	8	1	6	-2	0	-6	CNC(=O)NC(=O)C(C)OC(=O)c1c(C)noc1C (stereo unspecified)
40	-0.4	5	-3	-4	3	-6	-1	18	-1	14	O=C1CC(/C=C/c2cccnc2)=Nc2ccccc2N1

Quoted from the listing:
compound 33 in UHRF1 binding has 2
compound 37 in PRMT1 FP inh has -3
compound 40 in Tn7 DDE FP has -3

Further entries follow:
item	KLK7 zymogen act	LEDGF integ inh	Tn7 DDE FP	MBD2 DNA inh	TCR CD3 inh	PRMT1 FP inh	UHRF1 binding	TDP2 inh	DDE Tn6 FP inh	SIAE primary	compound
41	-0.4	-4	4	9	3	10	6	-10	-1	-5	Cc1cc(C)n(C(CC(=O)N2CCc3ccccc3C2)C(=O)O)n1 (stereo unspecified)
42	-0.2	3	-2	-3	-2	1	-1	4	-4	12	O=C(NCc1cccc(Cl)c1)c1ccc2nc(N3CCOCC3)sc2c1
43	-0.5	0	-3	-2	2	1	2	20	9	-3	CC(C)c1ccc(C2CC(=O)c3cnc(NC(=O)c4ccco4)nc3C2)cc1 (stereo unspecified)
44	0.1	-4	3	1	4	0	-3	-11	2	5	Nn1c(SCC(=O)Nc2ccc3c(c2)OCO3)nnc1-c1ccccc1

Ordered by SMILES length (ascending): part of the list above.
item	KLK7 zymogen act	LEDGF integ inh	Tn7 DDE FP	MBD2 DNA inh	TCR CD3 inh	PRMT1 FP inh	UHRF1 binding	TDP2 inh	DDE Tn6 FP inh	SIAE primary	compound
40	-0.4	5	-3	-4	3	-6	-1	18	-1	14	O=C1CC(/C=C/c2cccnc2)=Nc2ccccc2N1
44	0.1	-4	3	1	4	0	-3	-11	2	5	Nn1c(SCC(=O)Nc2ccc3c(c2)OCO3)nnc1-c1ccccc1
43	-0.5	0	-3	-2	2	1	2	20	9	-3	CC(C)c1ccc(C2CC(=O)c3cnc(NC(=O)c4ccco4)nc3C2)cc1 (stereo unspecified)
